Screens from PubChem BioAssay.
mIDH1 inhibitor = human IDH1 R132H inhibition; O75874; IDH1-R132H enzyme, NADPH consumption, diaphorase/resazurin fluorescence; Potency, µM (titrated, usually from 76.6 µM), for inactives: top-dose activity change, negative = inhibition, usual class: inhibitors; actives 0.093% (n = 390,000); note: % is set by controls: 0 for no effect and ±100 for the full control effect; nearly all actives have a fitted effect of over 65% in size
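IDH1-R132H (0.5 ug/mL) preincubated 30 min with compound, then NADPH (0.016 mM) and alpha-KG (2 mM) added; 80 min at RT, pH 7.5. Remaining NADPH coupled via diaphorase/resazurin to fluorescence (540/590 nm); concentration-response curves normalized to no-enzyme control.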
Vif-A3F inh = inhibitors of Vif-A3F interaction | HeLa A3F-eYFP + Vif (tagged APOBEC3F with the HIV-1 protein that degrades it), YFP fluorescence increase | Potency, µM (series often up to 46.1 µM), for the others: at the top dose activity, negative = active | actives 0.2% (n = 390,000); note: % of control where 0% means no effect; nearly all actives have a fitted effect of over 65% in size
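HeLa cells stably expressing A3F-eYFP plus Vif, plated and incubated overnight at 37 deg C, then exposed to compounds overnight at 37 deg C. Blocked degradation read as raised yellow fluorescence (Ex 488/Em 500-530).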
Vif-APOBEC3G blk = inhibitors of Vif-APOBEC3G interaction; Q9HC16; Potency, µM (top dose mostly 46.1 µM), for the others: at the top dose activity, negative = active, actives largely listed as inhibitors; actives 0.076% (n = 410,000); HeLa A3G-eYFP + Vif (tagged APOBEC3G with the HIV-1 protein that degrades it), YFP fluorescence, overnight;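 note: % is set by controls: 0 for no effect and ±100 for the full control effect; nearly all actives have a fitted effect of over 60% in size; hits raise eYFP signal because A3G escapes Vif-driven loss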
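HeLa cells stably expressing Vif and C-terminally eYFP-tagged A3G, seeded overnight at 37 deg C, then exposed to compound by pintool overnight at 37 deg C. Rise in yellow fluorescence (Ex 488/Em 500-530, Acumen) marks blocked Vif-driven A3G degradation.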
RXFP1 agonist = RXFP1 (human) receptor agonism. AID 2676. Potency, µM (top dose mostly 57.5 µM), for the others: at the highest dose activation, hits mostly activators. HEK293T-RXFP1 cAMP TR-FRET, 30 min; response scale: percent of porcine relaxin response, buffer zero. Q9HBX9. actives 0.3% (n = 370,000); note: % is set by controls: 0 for no effect and ±100 for the full control effect; nearly all actives have a fitted effect of over 60% in size; many of its hits are not listed in these tables
Target sequence (Q9HBX9 whole entry, looked up): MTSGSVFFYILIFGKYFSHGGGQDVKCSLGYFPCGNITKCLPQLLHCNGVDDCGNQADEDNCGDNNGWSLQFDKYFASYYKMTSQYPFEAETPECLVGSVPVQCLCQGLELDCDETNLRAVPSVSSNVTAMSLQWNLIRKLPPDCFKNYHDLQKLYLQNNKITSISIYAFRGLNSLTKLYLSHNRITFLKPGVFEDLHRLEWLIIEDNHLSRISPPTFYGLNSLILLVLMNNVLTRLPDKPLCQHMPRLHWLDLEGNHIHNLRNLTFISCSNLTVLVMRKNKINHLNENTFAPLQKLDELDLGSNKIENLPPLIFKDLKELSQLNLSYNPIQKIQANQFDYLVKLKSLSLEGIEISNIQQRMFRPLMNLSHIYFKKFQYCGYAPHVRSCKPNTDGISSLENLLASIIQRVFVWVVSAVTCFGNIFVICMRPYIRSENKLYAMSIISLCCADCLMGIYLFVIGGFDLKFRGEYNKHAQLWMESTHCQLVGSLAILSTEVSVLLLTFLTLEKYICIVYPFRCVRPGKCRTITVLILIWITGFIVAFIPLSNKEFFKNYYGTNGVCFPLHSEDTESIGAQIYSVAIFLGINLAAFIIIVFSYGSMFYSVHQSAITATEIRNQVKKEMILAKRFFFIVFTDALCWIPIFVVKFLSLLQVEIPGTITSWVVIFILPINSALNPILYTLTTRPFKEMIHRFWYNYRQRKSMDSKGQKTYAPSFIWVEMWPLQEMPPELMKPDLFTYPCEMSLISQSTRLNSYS
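HEK293T cells stably expressing RXFP1 were pretreated with the PDE4 inhibitor Ro 20174, exposed to compounds for 30 min at 37C, lysed, and cAMP was read by TR-FRET. Data normalized to buffer (basal) and 29 nM porcine relaxin (100%).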
ALOX12 inh = blocks human arachidonate 12S-lipoxygenase; actives 1.1% (n = 580,000); purified 12hLO, xylenol orange hydroperoxide absorbance; AID 1671190; Potency, µM (series often up to 108 µM), for inactives: at the highest dose activity change, negative = inhibition, actives largely listed as inhibitors; note: % is set by controls: 0 for no effect and ±100 for the full control effect
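Purified human 12hLO (150 nM final) in 25 mM Hepes, 0.01% Triton X-100, pH 7.0 was preincubated 15 min at room temperature with compound. Then 40 uM arachidonic acid was added, 30 min. Hydroperoxide was read by Fe-XO absorbance ratio 573/405 nm.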
rTrxR1 inhibitor = rat TrxR1 inhibition; O89049; recombinant rTrxR1, NADPH fluorescence consumption, selenite substrate; Potency, µM (series often up to 114 µM), for the others: at the highest dose activity change, negative = inhibition, hits mostly inhibitors; actives 1% (n = 390,000); note: % is set by controls: 0 for no effect and ±100 for the full control effect; nearly all actives have a fitted effect of over 65% in size
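Rat TrxR1 (90 nM in the dispensed reagent) was pre-reduced with 400 uM NADPH for 5 min at room temperature, then incubated with compound for 15 min. After 400 uM selenite was added, NADPH fluorescence (Ex 340/Em 450 nm) was followed for 8 min.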
USP1-UAF1 inh = blocks the human USP1/UAF1 deubiquitinase complex | recombinant USP1/UAF1, Ub-Rhodamine cleavage fluorescence | actives 0.23% (n = 390,000) | O94782 | AID 743255 | Potency, µM (top dose mostly 57.1 µM), for inactives: top-dose activity change, negative = inhibition, actives largely listed as inhibitors; note: % is set by controls: 0 for no effect and ±100 for the full control effect; nearly all actives have a fitted effect of over 60% in size; inactives centre near -12
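In this screen, compounds sit with the deubiquitinase complex (1nM) for 15 min at room temperature before Ub-Rho is added at 150nM final. Fluorescence rise is then followed for 6 reads every 60 seconds.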
TrxR1 substrate = substrates of rat thioredoxin reductase 1; Potency, µM (highest dose often 114 µM), for the others: top-dose activity change, negative = substrate turnover; purified TrxR1 substrate turnover, NADPH consumption readout; actives 0.01% (n = 390,000); O89049; note: % is set by controls: 0 for no effect and ±100 for the full control effect; nearly all actives have a fitted effect of over 50% in size
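Rat TrxR1, dispensed at 90 nM, was prereduced with 400 uM NADPH (final) for 5 min at ~22 deg C, then incubated with compound 15 min before 400 uM selenite. A first-read NADPH fluorescence drop versus no-compound background flagged substrates.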
RGS4 inh = inhibitors of human regulator of G protein signaling 4. P49798. Transcreener GDP fluorescence polarization, RGS4-accelerated GTP hydrolysis. Potency, µM (highest dose often 114 µM), for inactives: at the highest dose activity change, negative = inhibition, usual class: inhibitors. actives 0.039% (n = 390,000); note: % is set by controls: 0 for no effect and ±100 for the full control effect; nearly all actives have a fitted effect of over 75% in size; some results filed as inactive show a strong effect at the top dose
Target sequence (P49798 whole entry, looked up): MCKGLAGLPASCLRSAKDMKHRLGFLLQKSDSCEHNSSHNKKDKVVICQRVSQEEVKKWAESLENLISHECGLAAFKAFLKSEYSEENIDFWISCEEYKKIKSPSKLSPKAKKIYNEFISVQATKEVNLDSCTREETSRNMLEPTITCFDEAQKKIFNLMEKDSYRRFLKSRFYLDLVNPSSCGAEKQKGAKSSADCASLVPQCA
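MLSMR compounds (23 nl, pin-transferred) preincubated 10 min at room temperature with a 500nM (2x) first reagent, then RGS4 at 900nM (2x) plus Transcreener GDP mix added; fluorescence polarization (620/688 nm) read before and after 90 min at 30 °C.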
Active calls of the source: *; u = inconclusive; x = not tested or not shown; [ ] = remark or other dose. Calls come from the whole dose curve; as a rule, active = well fitted curve in the direction sought with a large enough effect; inconclusive = small, poorly fitted or top-dose-only effect, or another doubt; inactive = no such curve, though single readings can be large; an effect the other way counts as inactive or inconclusive. Potency is the fitted concentration of half-maximal effect.

SMILES | mIDH1 inhibitor | Vif-A3F inh | Vif-APOBEC3G blk | RXFP1 agonist | ALOX12 inh | rTrxR1 inhibitor | USP1-UAF1 inh | TrxR1 substrate | RGS4 inh
Cc1nc(N2CCN(S(=O)(=O)c3ccccc3)CC2)c2c3c(sc2n1)CC(C)CC3 (stereo not given) | -0.6% | -1.6% | -1.0% | -1.7% | 13.2% | -9.9% | -13.0% | -6.7% | -39.4%
Cc1ccc(SCC(=O)Nc2ccc(N3CCN(c4ccccc4)CC3)c(F)c2)cc1 | 0.5% | -0.8% | -0.9% | -5.7% | 0.0% | 14.9% | 0.0% | 1.6% | -3.3%
Cn1cccc1/C=N/NC(=O)c1ccc[n+]([O-])c1 | 7.0% | 1.7% | 4.0% | 2.7% | -5.6% | -9.8% | -17.6% | -16.8% | -20.3%
Clc1ccccc1CSc1nnc(-c2ccco2)c(-c2ccco2)n1 | -0.1% | -9.0% | -6.3% | -0.7% | 3.55µM* | 5.01µM* | -13.5% | 3.8% | u
COc1ccc(NS(=O)(=O)c2cccc(C(=O)O)c2)cc1S(=O)(=O)N1CCOCC1 | 3.3% | -21.1% | 2.1% | x | 447.4%[activator] | -12.3% | -2.3% | -9.1% | 17.1%
Cn1ccc(NC(=O)Nc2ccc(Cl)cc2Cl)n1 | 4.9% | 13.8% | -0.7% | 0.4% | -21.4% | 2.8%[57.1 µM] | -1.0% | -6.9% | -13.3%
CCN1CCN(c2ccc(S(=O)(=O)N3CCCCC3)cc2NC(=O)c2cccc(Cl)c2)CC1 | -11.4% | -7.0% | 1.7% | 1.9% | 4.2% | 1.6%[57.1 µM] | -7.9% | -1.3%[57.1 µM] | -5.0%
O=C(OCC(=O)N(CCc1ccccc1)Cc1ccccc1)c1ccccc1O | 11.4% | -9.0% | 0.2% | -0.3% | -3.7% | -2.2% | -19.2% | -0.2% | -24.3%
O=S(=O)(c1ccc(OCC(O)CN2CCCCC2)cc1)N1CCOCC1 (stereo not given) | 2.4% | 0.9% | 0.9% | 0.4% | -12.3% | 10.0% | -14.0% | 2.0% | -18.4%
Cc1cc(F)ccc1NC(=O)c1c(C)oc2c1C1=NCCN1C=N2 | -9.0% | 0.5% | -4.0% | 4.9% | -4.2% | 3.6%[57.1 µM] | 10.8% | -2.1%[57.1 µM] | 1.8%
O=C(CSC1=NCCS1)N1CCN(c2ccc(Cl)cc2)CC1 | 10.3% | 2.9% | 0.0% | 2.7% | -21.2% | 37.3%[activator][57.1 µM] | -7.6% | 9.5%[57.1 µM] | -17.6%
O=S(=O)(c1cccc(Cl)c1)N1CN(CC2CCCO2)c2nc3ccccc3nc21 (stereo not given) | 5.7% | -19.9% | 0.7% | 0.4% | u | 9.0% | -4.9% | -3.7% | 31.6%[11.4 µM]
Cc1cc(C)cc(-n2c(C)cc(/C=N/NC(=O)CSc3ncccn3)c2C)c1 | -6.7% | -3.4% | 4.2% | 3.4% | -3.0% | -13.3%[57.1 µM] | -3.3% | -8.3%[57.1 µM] | -4.4%
CCOC(=O)CSc1nnc(C)c(=O)[nH]1 | 6.1% | 0.0% | 1.7% | 0.1% | 9.7% | -13.0% | 5.2% | -1.5% | -10.0%
COc1ccc(Cc2nnc(Nc3ccccc3)s2)cc1Br | -12.3% | -9.2% | -8.0% | 0.2% | 0.0% | 20.5%[57.1 µM] | -27.6% | 6.6%[57.1 µM] | 9.2%
Cc1ccc(S(=O)(=O)N(CC(=O)N2CCCCC2)c2cccc(C)c2)cc1 | 3.0% | 3.9% | -0.2% | -0.5% | 9.9% | 0.4%[57.1 µM] | 2.2% | 5.7%[57.1 µM] | 1.5%
CCN(CC)c1cc2c(cc1F)c(=O)c(S(=O)(=O)c1ccc(C)cc1)cn2Cc1ccc(F)cc1 | 0.0% | 6.8% | -3.1% | 4.0% | -12.4% | 29.1% | -11.3% | 52.0%[activator] | -18.5%
O=C(c1ccc2ccccc2c1)C1CCCN(S(=O)(=O)c2cccnc2)C1 (stereo not given) | -0.6% | 19.2% | 5.9% | -0.4% | -10.2% | 9.2%[57.1 µM] | -8.2% | 8.8%[57.1 µM] | 17.0%
Cc1cccc(OCc2nc(CC(=O)Nc3ccc(C)c(C)c3)cs2)c1 | 14.6% | 2.8% | 3.6% | 1.6% | u | 17.8% | -8.4% | 1.5% | -15.4%
O=C(Cc1cccc2ccccc12)N1CC[C@@]2(O)CCCC[C@H]2C1 | 3.8% | -7.0% | 1.3% | 0.9% | -8.1% | 23.0%[11.4 µM] | 1.3% | 7.5%[11.4 µM] | -15.1%
O=C(NC(=S)NNC(=O)c1ccccc1F)c1cccnc1 | -4.3% | -0.9% | -2.7% | 2.5% | u | 1.5%[57.1 µM] | -5.7% | -5.3% | -41.2%
C[C@H](CO)N1C[C@H](C)[C@@H](CN(C)S(=O)(=O)c2cn(C)cn2)Oc2c(NS(=O)(=O)c3cn(C)cn3)cccc2C1=O | 1.5% | 6.4% | 2.2% | x | -5.5% | 19.0% | u | 3.7% | 6.4%
COc1ccc(C(=O)N2CCN(CCNC(=O)C(=O)Nc3ccc(F)cc3)CC2)cc1OC | -7.9% | -4.3% | 3.1% | 1.2% | 0.0% | 0.2% | -4.0% | -1.5% | 15.8%
Cc1ccsc1/C=N/N1CCN(Cc2ccccc2)CC1 | 5.8% | 12.9% | -0.5% | -1.2% | u | 18.4%[57.1 µM] | -1.2% | 8.2% | -43.4%
CCc1nc(SCC(=O)N2CCCc3ccccc32)c2oc3ccccc3c2n1 | -3.1% | 2.7% | 0.5% | 2.5% | -34.5% | 14.6% | -15.7% | 3.8% | 7.8%
Cc1nn(C)cc1CNC(=O)C1(C)CC1(Cl)Cl (stereo not given) | 0.2% | -9.8% | 0.6% | 3.6% | 0.4% | 24.5% | -11.3% | 7.6% | 1.0%
O=C(O)c1ccc(S(=O)(=O)N2CCN(c3ccccn3)CC2)cc1 | -7.4% | 0.9% | 3.2% | -1.7% | -0.4% | 30.3% | -20.0% | 7.7% | 4.0%
Cc1ccc(-c2nsc(SCC(=O)Nc3ccc4c(c3)OCO4)n2)cc1 | 1.4% | 0.2% | -2.7% | 1.0% | -2.6% | -10.2% | -20.0% | -12.8% | 0.1%
O=C(Nc1ccc(Cl)cc1)Nc1nc(-c2sccc2Br)cs1 | 2.7% | -4.3% | -10.9% | 1.0% | 0.0% | 10.1% | -17.5% | -0.6% | -4.3%
O=C(Nc1ccc(N2CCOCC2)cc1)c1cc2c(s1)CCCC2 | 7.9% | -20.0% | -10.2% | 1.3% | u | 9.1% | -10.0% | -6.4% | -12.2%
CC(C)(C)C(=O)Nc1ncccc1C(O)c1cccc(C(F)(F)F)c1 (stereo not given) | 5.2% | 3.3% | -0.9% | -1.3% | -10.8% | 14.8% | -6.9% | -2.1% | 3.1%
CCn1c(CN2CCCCC2)nc2cc(S(=O)(=O)N3CCCCC3)ccc21 | -0.7% | 8.2% | 0.7% | -1.2% | 191.2%[activator] | 25.4% | -11.0% | -4.9% | 7.6%
COc1ccccc1N1CCN(C(=O)CCNS(=O)(=O)c2ccc3c(c2)CCN3C(=O)C2CC2)CC1 | 4.5% | 4.7% | 0.9% | -0.7% | -21.8% | -2.6%[57.1 µM] | u | -5.1%[57.1 µM] | -8.1%
COc1ccc(CCN2C(=S)N(C)C(=O)C2CC(=O)Nc2ccc(F)cc2)cc1 (stereo not given) | 14.5% | -1.6% | -10.0% | 0.6% | u | 18.6% | -14.8% | 8.5%[57.1 µM] | -7.8%
CC(NC(=O)CN1CCC(C(N)=O)CC1)c1ccccc1 (stereo not given) | 6.9% | -2.6% | 2.6% | 0.0% | 7.9% | 5.3% | 0.1% | 5.1% | -4.5%

An excerpt from above, showing only RXFP1 agonist and ALOX12 inh:
SMILES	RXFP1 agonist	ALOX12 inh
CCN1CCN(c2ccc(S(=O)(=O)N3CCCCC3)cc2NC(=O)c2cccc(Cl)c2)CC1	1.9%	4.2%
O=C(OCC(=O)N(CCc1ccccc1)Cc1ccccc1)c1ccccc1O	-0.3%	-3.7%

Some of these compounds in order of the ALOX12 inh value, high to low.
Compound,Vif-A3F inh,ALOX12 inh,rTrxR1 inhibitor,USP1-UAF1 inh,TrxR1 substrate,RGS4 inh
COc1ccc(C(=O)N2CCN(CCNC(=O)C(=O)Nc3ccc(F)cc3)CC2)cc1OC,-4.3%,0.0%,0.2%,-4.0%,-1.5%,15.8%
Cc1ccc(-c2nsc(SCC(=O)Nc3ccc4c(c3)OCO4)n2)cc1,0.2%,-2.6%,-10.2%,-20.0%,-12.8%,0.1%
COc1ccccc1N1CCN(C(=O)CCNS(=O)(=O)c2ccc3c(c2)CCN3C(=O)C2CC2)CC1,4.7%,-21.8%,-2.6%[57.1 µM],u,-5.1%[57.1 µM],-8.1%
CCc1nc(SCC(=O)N2CCCc3ccccc32)c2oc3ccccc3c2n1,2.7%,-34.5%,14.6%,-15.7%,3.8%,7.8%

The list is partial; count on the stated rates, not on these rows.
